PLCb3 inh: blocks human PLC-beta3 enzyme activity. Q01970. Purified PLC-beta3, fluorogenic substrate, fluorescence. inhibition, % at 12.2 µM. 370,000 compounds, 0.18% hits. AID 720704; in the data active = inhibition above about 11%;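 note: 0% = median of compound wells on plate and 100% = full blocker control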
hgDAF-12 ag: activates the H. glycines DAF-12 receptor ligand-binding domain; 370,000 compounds, 1.8% hits; activation, % at 6.8 µM; HEK293 GAL4-hgDAF12 UAS-luciferase reporter, agonist luminescence; normalized to butyrate control;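 active = activation above a cutoff set at the mean of all screened compounds plus 3 SD, cut at about 10% in these data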;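 note: 0% = DMSO wells and 100% = sodium butyrate wells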
ssDAF-12 act: activates DAF-12 receptor from parasite S. stercoralis; HEK293 ssDAF-12/GRIP1 lit1-tk-luc reporter, luminescence; % of 3 µM dafachronic acid response; activation, % at 6.8 µM; 370,000 compounds, 1% hits; AID 652126;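 active = activation above the mean over all tested compounds plus 3 SD, cut at about 0.9% in these data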;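 note: 0% = DMSO-only wells and 100% = 3 µM delta7-dafachronic acid wells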
hcDAF-12 act: activates DAF-12 receptor from parasite H. contortus. HEK293 hcDAF-12 lit1-tk-luc reporter, luminescence; 0% DMSO, 100% Δ7-dafachronic acid. activation, % at 6.8 µM. 370,000 compounds, 1.4% hits. AID 652067;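 active = activation above the mean of all tested compounds plus 3 SD, cut at about 5.5% in these data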;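 note: 100% = response to 3 µM Δ7-dafachronic acid high control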
SMARCA2 activ: activators of SMARCA2 function; AID 652017; activation, % at 9.1 µM; MG213 cells, MMTV-luciferase reporter, dexamethasone, overnight; 370,000 compounds, 1% hits; in the data active = activation above about 7.8%;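 note: 0% = vehicle wells and 100% = reference activator wells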
MBD2 DNA inh: inhibitors of human MBD2 binding to methylated oligonucleotide; 370,000 compounds, 0.31% hits; inhibition, % at 4.4 µM; AID 686964; Q9UBB5; TR-FRET; in the data active = inhibition above about 13%
DAX1 inh-1: inhibits human nuclear receptor DAX1 | AID 504766 | P51843 | 340,000 compounds, 0.99% hits | inhibition, % at 6.75 µM | HEK293 Gal4-DAX1 luciferase reporter, luminescence;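 active = inhibition above the mean over all tested compounds plus 3 SD, cut at about 4.2% in these data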;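 note: 0% = DAX1-transfected cells with DMSO and 100% = empty-vector control cells with DMSO; inhibition shows as a rise in luminescence from relieved DAX1 repression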
Target sequence (P51843 207-470 limits assumed): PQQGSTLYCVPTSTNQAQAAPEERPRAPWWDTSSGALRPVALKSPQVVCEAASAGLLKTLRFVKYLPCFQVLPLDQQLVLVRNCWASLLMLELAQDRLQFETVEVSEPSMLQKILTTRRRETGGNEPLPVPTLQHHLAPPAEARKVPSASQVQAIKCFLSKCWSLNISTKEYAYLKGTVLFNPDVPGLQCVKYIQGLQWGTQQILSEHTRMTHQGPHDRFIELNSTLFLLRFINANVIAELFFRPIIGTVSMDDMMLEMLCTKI
NR1D1 modulator: modulates human Rev-erb alpha binding to DNA. Rev-erbα–FITC-DNA binding, fluorescence polarization, 90 min. AID 1259318. P20393. 370,000 compounds, 0.79% hits. activity, % at 10 µM;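 active = activity above about 14%, limit read from the data; passing the limit was not always enough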;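 note: 0% = DMSO wells with 35 nM protein and 100% = DMSO wells with 750 nM protein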
Target sequence (P20393 whole entry, looked up): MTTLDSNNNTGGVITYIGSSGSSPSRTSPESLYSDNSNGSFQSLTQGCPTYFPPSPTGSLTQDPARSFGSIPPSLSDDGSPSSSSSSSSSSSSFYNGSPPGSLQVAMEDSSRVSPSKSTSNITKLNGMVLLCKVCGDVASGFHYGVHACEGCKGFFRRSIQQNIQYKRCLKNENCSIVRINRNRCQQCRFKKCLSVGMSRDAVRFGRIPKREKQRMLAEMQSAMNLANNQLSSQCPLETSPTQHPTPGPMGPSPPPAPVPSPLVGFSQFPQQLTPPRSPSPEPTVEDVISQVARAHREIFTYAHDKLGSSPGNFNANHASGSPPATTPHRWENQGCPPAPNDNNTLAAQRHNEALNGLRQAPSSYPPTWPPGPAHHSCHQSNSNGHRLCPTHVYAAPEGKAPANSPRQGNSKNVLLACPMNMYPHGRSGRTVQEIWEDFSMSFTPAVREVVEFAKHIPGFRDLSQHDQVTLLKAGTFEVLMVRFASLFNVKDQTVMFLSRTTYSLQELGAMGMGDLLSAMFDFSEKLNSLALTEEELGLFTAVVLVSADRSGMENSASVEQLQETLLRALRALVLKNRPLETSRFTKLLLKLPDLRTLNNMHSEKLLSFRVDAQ
PLC-gamma1 inh: PLC-gamma1 (human) inhibition, primary screen; P19174; purified PLC-gamma1, fluorogenic substrate, fluorescence; inhibition, % at 12.2 µM; 370,000 compounds, 0.84% hits; AID 720700; in the data active = inhibition above about 9.5%
ADAM17 inh: inhibits human ADAM17; recombinant ADAM17, EDANS/DABCYL FRET peptide cleavage; inhibition, % at 6.95 µM; 370,000 compounds, 0.83% hits; AID 720648;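 active = inhibition above the mean of compounds lying between control limits plus 3 SD, set per campaign, cut at about 8.5% in these data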;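 note: 0% = DMSO-only wells as the low control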
DAX1 inh-2: inhibitors of DAX1 repression of SF-1 activated StAR promoter. HEK293T StAR-luciferase reporter, SF-1/DAX-1 repression relief. inhibition, % at 6.8 µM. 370,000 compounds, 1.1% hits. AID 652010;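 active = inhibition above the mean over all tested compounds plus 3 SD, cut at about 3.6% in these data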;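 note: 0% = DAX-1 cells with DMSO and 100% = cells lacking DAX-1 with DMSO; higher inhibition means more luminescence from relief of DAX-1 repression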
The depositor's hits bear a star; . = not tested or not shown.

mol | PLCb3 inh | hgDAF-12 ag | ssDAF-12 act | hcDAF-12 act | SMARCA2 activ | MBD2 DNA inh | DAX1 inh-1 | NR1D1 modulator | PLC-gamma1 inh | ADAM17 inh | DAX1 inh-2
CCOC(=O)C1=C(COC(=O)/C=C/c2cccc(Br)c2)NC(=O)NC1C (centres undefined) | -7.4 | -3.0 | -1.1 | -0.2 | -0.1 | 0.5 | 0.7 | -4.3 | -2.4 | -1.1 | 1.0
Nc1cc2c(cc1C(=O)c1cccc(Br)c1)OCCO2 | -0.8 | 1.7 | -1.1 | -2.1 | -1.1 | -1.1 | 1.3 | 3.6 | 1.8 | -0.1 | 0.6
Cc1ccc(C(=O)NNC(=O)C(NC(=O)c2cccc(C)c2)C(C)C)cc1 (centres undefined) | -4.7 | 2.6 | -1.4 | -1.1 | -0.1 | -3.3 | -1.1 | 1.5 | 3.5 | -2.8 | -1.6
Cc1ccc(C)c(NC(=O)C(OC(=O)c2cnc(C)cn2)c2ccccc2)c1 (centres undefined) | 2.5 | 1.2 | -0.4 | 1.1 | -4.0 | 3.5 | -0.6 | 3.2 | 6.1 | -0.5 | 2.2
COc1ccc(C(=O)Nc2c3c(nn2-c2cccc(Cl)c2)CS(=O)C3)cc1 (centres undefined) | 1.0 | -4.2 | -1.0 | -0.1 | -2.9 | 3.1 | 0.5 | 1.9 | 1.5 | -0.8 | -0.5
COc1ccc(CCNC(=O)c2cc(-c3ccco3)on2)cc1OC | -6.3 | 13.9* | -1.9 | -2.0 | -3.0 | -5.0 | -1.6 | 0.2 | 2.9 | 0.0 | -1.8
Cc1ccc(C(=O)NCC(=O)NCc2ccc(Cl)cc2)s1 | -2.0 | 0.0 | -1.0 | 1.1 | -0.1 | 1.8 | -0.3 | 0.4 | 1.6 | -4.8 | 0.2
CC1(C)C[C@H]2C3=CCC4[C@@]5(C)CC[C@H](O)[C@@](C)(CO)C5CC[C@@]4(C)[C@]3(C)C[C@@H](O)[C@@]2(CO)[C@@H](O)[C@@H]1O (some centres undefined) | 2.0 | 2.0 | -1.1 | -2.5 | -0.1 | 1.8 | 0.1 | 1.9 | 1.0 | -2.4 | -0.1
C=CCN1C(=O)c2n[nH]c(C(C)C)c2C1c1ccc(C)cc1 (centres undefined) | -0.8 | -2.2 | -0.7 | -2.4 | -2.6 | -0.5 | . | -1.6 | 4.9 | 1.3 | -0.7
Cc1ccc2[nH]c3c(=O)n(CCC4=CCCCC4)cnc3c2c1 | -1.3 | 0.0 | -1.4 | 0.7 | 1.7 | 8.8 | . | 6.5 | -1.0 | -6.2 | 0.5
COc1ccc(CN(C2CCCCC2C)S(=O)(=O)c2ccc(S(=O)(=O)N(C)C)cc2)cc1OC (centres undefined) | 0.7 | -2.8 | -1.8 | -4.3 | 4.0 | 0.4 | -1.4 | -6.4 | 1.6 | 4.9 | -0.9
CC1CCCN(C(=O)C2CC(=O)N(c3ccc(Cl)cc3)C2)C1 (centres undefined) | -9.4 | -2.9 | -0.8 | -0.2 | -1.3 | 4.1 | -1.4 | -2.2 | -2.9 | -2.8 | -0.3
Cc1c(NC(=O)C2CCCN(S(=O)(=O)c3ccc(F)cc3)C2)c(=O)n(-c2ccccc2)n1C (centres undefined) | -3.7 | 4.4 | -0.6 | -0.9 | -1.1 | -3.1 | . | 4.7 | -0.5 | -2.3 | -0.2
C=CCNC(=O)c1ccc(Cn2c(=S)[nH]c3cc4c(cc3c2=O)OCO4)cc1 | 1.3 | -2.5 | -1.5 | 0.0 | 0.0 | 9.0 | 1.4 | 58.4* | -0.8 | 2.5 | -0.5
O=C(NCc1ccccc1)C(c1ccco1)N(C(=O)c1csnn1)C1CC1 (centres undefined) | 2.4 | -2.2 | -1.1 | 0.5 | -2.2 | -5.6 | 0.1 | -3.3 | 3.3 | 2.8 | -0.1
COc1cc(-c2cc(-c3ccc(F)cc3)nc(N)c2C#N)ccc1O | -34.0 | -4.1 | -2.2 | -2.1 | 1.2 | -2.3 | -2.0 | 5.3 | -17.4 | -4.3 | -1.4
COC(=O)c1c(-c2ccsc2)oc2ccc(-c3cc(OC)c(OC)c(OC)c3)cc12 | -56.2 | -4.0 | -1.6 | -2.6 | -0.9 | 1.6 | -1.6 | 1.1 | -31.3 | -8.4 | -0.5
CCOC(=O)N1CCC(N2CCCC(CO)(Cc3cccc(OC)c3)C2)CC1 (centres undefined) | 1.1 | -0.7 | -1.4 | -0.8 | 3.9 | 3.6 | -1.5 | -0.2 | 3.0 | -0.7 | -0.1
COc1ccc(CCN(C)CCC(=O)Nc2c(C)cc(C)cc2C)cc1OC | 2.4 | -3.0 | -0.5 | -0.5 | -1.3 | -0.9 | 0.2 | -0.5 | 2.4 | -0.5 | 0.1
C=C(NS(=O)(=O)c1ccc(C)cc1)C(=O)OC | 5.5 | 1.4 | -1.3 | -2.2 | -3.5 | 4.1 | -0.4 | -1.7 | -0.4 | -2.9 | -0.9
COc1cc(C(=O)Nc2ccc3ccccc3c2)cc(OC)c1OC | -3.5 | 4.8 | -0.6 | 0.9 | -0.3 | 2.0 | . | -0.9 | -1.9 | -3.8 | -1.2
O=C(Nc1nc2c(F)cccc2s1)C1CC1 | -2.4 | 6.7 | -0.9 | 1.0 | -0.5 | 0.4 | -0.5 | -0.5 | -3.1 | -1.2 | 0.5
Cc1ccc(C2/C(=C(\O)c3cnn(-c4ccccc4)c3C)C(=O)C(=O)N2CCN(C)C)o1 (centres undefined) | -1.4 | 4.6 | -1.2 | 3.3 | 1.7 | -5.5 | 0.3 | 1.3 | 0.6 | -2.2 | 0.4
COc1cc(/C=C/C(=O)OCC(=O)Nc2ccc3c(c2)OCCO3)ccc1OCC#N | -37.3 | 1.0 | -2.0 | -2.4 | -1.5 | -8.4 | 0.3 | 0.2 | -29.7 | -21.7 | -0.1
COC(=O)c1ccc(C2/C(=C(\O)c3ccc4c(c3)OCCO4)C(=O)C(=O)N2CCCN2CCOCC2)cc1 (centres undefined) | -10.4 | 0.2 | -0.5 | 0.0 | 1.8 | -2.4 | 0.9 | -3.2 | -2.0 | -5.2 | 0.4
O=C(Nc1cccc([N+](=O)[O-])c1)C1CC(=O)N(Cc2ccccc2)C1 (centres undefined) | -1.9 | 0.0 | -0.9 | -2.5 | -1.9 | 3.9 | 0.3 | 1.5 | -0.3 | -6.9 | 0.0
CN(CC1CCOCC1)C(=O)c1ccc2nc(Cc3cccc(Cl)c3)oc2c1 | -6.0 | -0.4 | -0.6 | -1.4 | -2.2 | 3.1 | -0.9 | 2.3 | 0.4 | -7.6 | 0.1
Cc1ccnn1CCSCC(=O)O | -2.7 | 1.9 | -1.6 | 0.6 | -3.9 | -3.3 | -1.5 | -3.9 | 0.1 | -4.6 | 0.2
CS(=O)(=O)Nc1ccc(C(=O)N2CCCC2)cc1 | -0.1 | 0.0 | -0.7 | -0.6 | -0.1 | -4.2 | 0.5 | -4.0 | 0.6 | -1.8 | 0.0
CC(C)c1cc(CN2CCN(CCC#N)CC2)cc(C(C)C)c1O | 2.4 | -1.1 | -1.3 | -2.1 | 6.6 | -0.6 | 0.0 | -1.9 | 3.3 | 0.4 | -0.4
O=C(NC(=S)N(CCO)Cc1ccccc1)c1cc(Br)ccc1Cl | -0.8 | 0.1 | -1.7 | -1.8 | 3.8 | -2.1 | 1.2 | 0.9 | 1.1 | 2.1 | -0.3
Cc1cc(C(C#N)c2ccccc2F)n2ncnc2n1 (centres undefined) | -12.5 | 1.5 | -1.2 | 0.6 | -4.2 | -1.2 | 0.3 | 3.0 | -3.5 | -14.3 | 0.4
CCN(CC)CCCN(Cc1cc2cc3c(cc2[nH]c1=O)OCO3)C(=S)NCCCOC | -39.0 | -4.2 | -1.1 | -1.4 | -2.5 | 5.5 | -0.6 | -0.7 | -31.2 | -133.3 | 0.1
CCN(CC)C(=O)N1c2ccccc2Sc2ccccc21 | -2.7 | -0.5 | -2.1 | -2.6 | -0.3 | -4.2 | 1.4 | 4.6 | 5.0 | 2.7 | -0.8
O=C(Nc1ccccc1)c1cccc(N2C(=O)C3C4C=CC(C4)C3C2=O)c1 (centres undefined) | -4.9 | 1.5 | -0.5 | 2.4 | -0.7 | -2.4 | 0.2 | -4.1 | 2.8 | -2.4 | -0.3
Cc1cccc(N=C2NC(=O)c3cc([N+](=O)[O-])ccc32)c1 | 2.4 | -0.9 | 0.2 | 1.1 | 1.3 | 3.9 | -0.6 | 4.8 | 0.6 | 0.9 | 0.1
C=CCn1c(C)cc(C(=O)CSc2nnc(NCc3ccccc3)s2)c1C | 2.0 | 3.4 | -1.8 | 0.0 | 3.4 | -1.6 | -0.3 | -2.3 | 4.2 | 0.5 | 0.6
CCOC(=O)C1CCN(C(=O)COC(=O)c2ccc(Br)o2)CC1 | 2.9 | -1.8 | -1.4 | -0.5 | 0.8 | -6.0 | 0.4 | -4.0 | -2.1 | -1.9 | -0.2
COc1cccc(C(C)NC(=O)Nc2cccc(C(F)(F)F)c2)c1 (centres undefined) | 3.2 | -0.3 | -1.5 | -0.9 | 0.1 | 0.8 | -0.7 | 3.8 | 1.4 | 7.7 | -0.9
COc1cc2cc(CN(Cc3ccc4c(c3)OCO4)C(=O)c3ccco3)c(=O)[nH]c2cc1OC | -232.7 | 0.5 | -1.3 | -1.6 | -1.3 | 2.8 | -1.1 | 0.7 | -161.7 | -72.5 | -0.7
Cn1c(SCC(=O)NC2CC2)nnc1-c1ccc(Cl)cc1 | -3.0 | 2.9 | -1.4 | 1.0 | 0.3 | -5.9 | 0.5 | 7.3 | 1.4 | 0.4 | -1.4
COC(=O)c1ccc([C@H](NC(=O)c2ccco2)[C@]2(C)C[C@H]2C2CCCCC2)cc1 | -1.3 | 1.6 | -1.4 | -0.1 | -0.1 | -1.6 | -0.4 | -5.4 | -0.6 | 3.1 | -0.4
CCOC(=O)c1c(C)noc1CP(=O)(c1ccccc1)c1ccccc1 | 2.8 | -1.1 | -1.2 | -0.8 | -0.6 | -5.2 | -1.1 | 5.2 | 2.8 | 0.9 | -0.6
Cc1c(C(=O)N2CCOCC2)sc2nc(-c3ccccc3)cn12 | 1.4 | 5.7 | 0.2 | 2.1 | 7.4 | -0.1 | 1.7 | -4.0 | 2.7 | 1.9 | 2.3
CCCCCCN(C(=O)CCCCCN1C(=O)NC(c2ccc(-c3ccccc3)cc2)C(C(=O)OCc2ccccc2)=C1C)C(C(=O)NCCCC)c1ccccc1 (centres undefined) | -3.8 | -0.6 | -1.2 | -0.1 | 0.6 | -2.0 | . | -3.1 | 1.6 | -1.7 | 0.7
CN(CC(=O)N1CCCCCC1)S(=O)(=O)c1ccc(F)cc1 | 0.6 | 2.9 | 0.1 | 1.3 | -1.2 | 4.2 | 0.8 | -0.9 | 1.7 | -1.8 | 0.8
COC(=O)c1cccc(CSc2nnc(C)s2)c1 | 2.1 | 2.3 | -1.5 | 0.3 | 2.2 | 0.2 | -0.7 | 1.5 | 4.8 | -1.4 | 0.3

Source: PubChem BioAssay
